Source: PubChem BioAssay
SR-BI uptake up: SR-BI HDL lipid transfer activation; CHO ldlA[mSR-BI] cells, DiI-HDL uptake fluorescence, 3 h; 100 = double the neutral-control signal; activation, % at 12.5 µM; actives 0.096% (n = 320,000); AID 504775;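 active = mean replicate activation of at least 60% and every replicate at or above 60%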;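 note: 0% = median plate neutral-control signal and 100% = twice that signal; values of inactives mirror those of a sister screen read the other way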
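Test system: SR-BI-overexpressing, LDLR-lacking CHO cells; Medium: Ham's F12 with 0.5% BSA, HEPES 25 mM, pH 7.4; Schedule: 3 h, 37 °C; Technique: bottom-read fluorescence, 550/595 nm.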
SR-BI DiI inh: mouse SR-BI HDL lipid transfer inhibition; AID 488896; inhibition, % at 12.5 µM; ldlA[mSR-BI] CHO cells, DiI-HDL uptake fluorescence, 3 h; actives 0.96% (n = 320,000);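 active = mean replicate inhibition of at least 70% and a set share of replicates each scoring 70 or more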;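 note: 0% = median of neutral control wells and 100% = median of positive control wells; values of inactives mirror those of a sister screen read the other way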
Target sequence (Q61009 whole entry, looked up): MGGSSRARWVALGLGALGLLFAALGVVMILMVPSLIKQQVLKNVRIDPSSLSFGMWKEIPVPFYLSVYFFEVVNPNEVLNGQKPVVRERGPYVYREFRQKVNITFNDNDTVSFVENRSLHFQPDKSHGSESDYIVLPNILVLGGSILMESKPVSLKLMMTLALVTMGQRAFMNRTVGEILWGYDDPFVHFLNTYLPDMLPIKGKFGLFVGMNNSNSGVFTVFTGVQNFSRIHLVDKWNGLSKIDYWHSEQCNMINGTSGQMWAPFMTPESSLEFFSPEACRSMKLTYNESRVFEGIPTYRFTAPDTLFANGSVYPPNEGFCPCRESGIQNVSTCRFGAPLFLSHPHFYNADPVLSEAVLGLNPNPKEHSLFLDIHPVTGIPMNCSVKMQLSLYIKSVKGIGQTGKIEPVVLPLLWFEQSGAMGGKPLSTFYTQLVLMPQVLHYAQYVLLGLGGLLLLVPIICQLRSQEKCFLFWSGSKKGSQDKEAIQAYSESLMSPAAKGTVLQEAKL
AddAB inh: less growth of phage-infected E. coli with AddAB. E. coli expressing H. pylori AddAB, absorbance growth. inhibition, % at 11.9 µM. actives 0.29% (n = 330,000); in the data active = inhibition above about 12%;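 note: 0% = vehicle wells of infected cells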
CAL PDZ FP-1: inhibitors of human CAL PDZ peptide binding. purified CAL PDZ, TMR-peptide fluorescence polarization, 1 h. inhibition, % at 20 µM. AID 504414. actives 0.02% (n = 330,000);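 active = highest replicate inhibition of at least 40%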;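 note: plate controls were DMSO neutral control wells for no effect and unlabeled competitor peptide control wells for full effect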
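System: tagged CAL PDZ domain. Schedule: 1 h room-temperature incubation prior to read. Signal: fluorescence polarization (mP). Measure: percent inhibition from loss of millipolarization.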
phage Ecoli inh: E. coli growth loss with phage present. growth absorbance. actives 0.26% (n = 360,000). inhibition, % at 11.9 µM. AID 651602; in the data active = inhibition above about 11%
Ecoli viability: bacterial growth inhibition, counter-screen for AddAB inhibitors; E. coli V3065 growth, OD600 absorbance, 18 h; actives 0.27% (n = 330,000); AID 449728; inhibition, % at 11.9 µM;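 active = inhibition above the campaign's mean inhibition across all tested compounds plus 3 SD, cut at about 9.9% in these data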;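 note: uninfected addAB+ strain grown without phage in ampicillin broth; 0% = DMSO wells and 100% = ciprofloxacin 0.95 µg/ml wells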
Tat transport: E. coli Tat transport inhibition | inhibition, % at 10 µM | AID 488895 | actives 0.036% (n = 340,000) | E. coli MC4100 TorA-mCherry Tat export, fluorescence;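 active = mean replicate inhibition at least 50% and at least half of replicates individually reaching 50%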;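 note: exported cargo escapes ClpAP degradation while cytoplasmic cargo is degraded and loses fluorescence; 0% = median of neutral control wells and 100% = median of NaSCN control wells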
Wnt act: activates Wnt/beta-catenin signaling in a reporter cell assay | AID 743398 | actives 1.2% (n = 300,000) | activator, plate reader | activation, % at 9.35 µM; in the data active = activation above about 30%, passing the limit was not always enough;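 note: 0% = neutral control wells and 100% = positive control wells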
MITF TRPM1 HTS: MITF TRPM1 promoter activation in melanoma cells. SK-MEL-5 TRPM1-promoter luciferase, 24 h; % of positive control, neutral wells = 0. activation, % at 12.5 µM. actives 0.75% (n = 300,000). AID 588334;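 active = mean activation of at least 80% with every replicate also reaching 80%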;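 note: 0% = neutral control wells and 100% = parthenolide positive control wells; values of inactives mirror those of a sister screen read the other way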
CAL PDZ FP-2: blocks peptide binding to the human CAL PDZ domain. Q9HD26. AID 602252. purified CAL PDZ, TMR-peptide fluorescence polarization, 1 h. actives 0.92% (n = 300,000). inhibition, % at 24.9 µM;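 active = mean inhibition of at least 30% with at least half of replicates also reaching 30%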;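 note: 0% = DMSO neutral control and 100% = excess unlabeled competitor peptide PRC23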
Starred values were filed as active, the others as inactive; / = not tested or not shown; & = joins results of further samples.

SMILES	SR-BI uptake up	SR-BI DiI inh	AddAB inh	CAL PDZ FP-1	phage Ecoli inh	Ecoli viability	Tat transport	Wnt act	MITF TRPM1 HTS	CAL PDZ FP-2
O=C(NCC1CCCO1)c1cc(NS(=O)(=O)c2cccs2)cc(NS(=O)(=O)c2cccs2)c1 (centres undefined)	/	/	2.0	-3.1	2.8	-0.5	1	2	-1	-2
Clc1ccc(-c2nnc(SCc3nc4ccccc4s3)o2)cc1	10	-10	-0.7	-2.3	-0.3	1.9	2	28	15	-3
CC(=O)Nc1nnc(S(N)(=O)=O)s1	2	15	-1.6	-0.8	1.6	0.1	7	-3&-1	0	-4
O=C(NN1CCOCC1)c1ccco1	15	-15	0.3	0.3	2.6	-1.2	-9	-3	-10	/
CCCC(=O)Nc1ccc(N2CCN(C(=O)c3cccs3)CC2)cc1	2	-2	4.0	-0.2	1.9	1.3	4	0	/	2
COC(=O)C1C/C(=N\NS(=O)(=O)c2ccc(C)cc2)c2ccccc2C1 (centres undefined)	11	-11	0.2	-2.2	0.9	-0.1	15	4	0	0
CCc1nc2c(C#N)c(-c3ccc(Cl)cc3)ccn2n1	-8	8	2.6	/	3.2	1.9	-3	-7	-4	-3
CCCCn1c(-c2cccs2)nc2nc3ccccc3nc21	-20	20	1.1	-3.8	-2.3	-1.9	6	/	/	-5
CCOC(=O)Nc1ccc2c(C)cc(=O)oc2c1	1	-1	2.4	-3.7	1.1	-0.8	-8	28	103*	/
CN(C)CCCn1c(=O)n(C2CCCCC2)c(=O)c2c3c(sc21)CCCCC3	32	-32	0.0	-2.8	-1.4	0.6	0	4	2	-3
CCOc1ccc(NS(=O)(=O)c2ccc(C(=O)NCC3(N4CCCCC4)CCCCC3)cc2)cc1	19	-19	2.8	-3.6	4.8	-1.6	3	-5	-1	-3
CCOC(=O)CNC(=O)C(=O)c1c(O)[nH]c2ccccc12	-5	5	-0.2	-1.7	2.1	-0.8	-4	27	/	-8
CCC(Oc1ccccc1)C(=O)NCc1ccc(S(N)(=O)=O)cc1 (centres undefined)	32	-32	-0.2	-1.2	3.9	-2.4	-3	-3	-4	-3
O=C(Nc1ccc2c(c1)Cc1ccccc1-2)c1cc2ccccc2o1	-4	4	1.6	-0.9	3.1	-1.1	-4	/	7	-4
Cc1[nH]c2ccccc2c1C(=O)C(=O)NCCc1ccc(S(N)(=O)=O)cc1	13	-13	0.8	-0.6	1.3	3.2	-6	-2	10	/
COc1cc(C(=O)NCCNC(=O)c2ccc(C)nc2)cc(OC)c1OC	/	/	1.4	-1.8	0.8	-2.5	-1	7	0	5
O=C(NCc1ccco1)/C(=C/c1cccc([N+](=O)[O-])c1)NC(=O)c1ccco1	1	-1	4.7	-1.5	-4.7	-0.1	-2	-1	3	-2
Cc1nnc(N/N=C/c2ccc(-c3ccc(Br)cc3)o2)n1N	-18	18	4.5	1.2	2.0	2.1	-10	6	7	/
CCCCOC(=O)C1=C(C)NC(=O)NC1c1ccc(OC)cc1 (centres undefined)	20	-20	4.8	-0.3	1.2	-0.8	-7	-1	6	/
COc1ccc(C(C)=O)cc1CSc1nnc(Nc2ccc(C)cc2)s1	-13	13	0.3	0.5	-1.2	-0.6	10	-1	-9	-1
CCOc1ccc(OCCCC(=O)Nc2nc3ccccc3[nH]2)cc1	0	0	-1.5	-2.0	0.8	-2.9	-3	3	13	3
CCN(CCO)Cc1csc2cc(C)ccc12	-12	12	4.1	-1.0	5.8	2.3	1	-2	-5	-2
COCCNC(=O)C1CCCN(S(=O)(=O)c2cccc3nsnc23)C1 (centres undefined)	13	-13	2.9	-2.3	1.3	0.6	15	-4	-3	1
O=C(NC(=S)Nc1ccccc1N1CCOCC1)c1ccc(-c2ccccc2F)o1	-24	24	2.9	-0.1	1.8	4.0	-1	2	6	-4
Cc1ccc(S(=O)(=O)N2CCN(C(C)C(=O)N3CCCc4ccccc43)CC2)cc1 (centres undefined)	9	-9	-1.9	-0.8	2.0	-0.5	1	/	8	0

Among those listed so far, 3 have an aryl methoxy group.
SMILES	SR-BI uptake up	SR-BI DiI inh	AddAB inh	CAL PDZ FP-1	phage Ecoli inh	Ecoli viability	Tat transport	Wnt act	MITF TRPM1 HTS	CAL PDZ FP-2
COc1cc(C(=O)NCCNC(=O)c2ccc(C)nc2)cc(OC)c1OC	/	/	1.4	-1.8	0.8	-2.5	-1	7	0	5
CCCCOC(=O)C1=C(C)NC(=O)NC1c1ccc(OC)cc1 (centres undefined)	20	-20	4.8	-0.3	1.2	-0.8	-7	-1	6	/
COc1ccc(C(C)=O)cc1CSc1nnc(Nc2ccc(C)cc2)s1	-13	13	0.3	0.5	-1.2	-0.6	10	-1	-9	-1

The list goes on.
SMILES	SR-BI uptake up	SR-BI DiI inh	AddAB inh	CAL PDZ FP-1	phage Ecoli inh	Ecoli viability	Tat transport	Wnt act	MITF TRPM1 HTS	CAL PDZ FP-2
Cc1cc(OCC(=O)Nc2ccc(CCO)cc2)c2c(C)c(C)c(=O)oc2c1	-23	23	0.8	-4.1	0.5	-0.6	-6	-1	11	-2
CCOC(=O)c1c(N)sn(-c2ccccc2)c1=S	-19	19	3.5	-0.2	2.7	4.6	-13	-1	9	-1
CO/N=C/CC(=O)c1ccc(OC)cc1	7	-7	0.8	-2.6	4.0	0.2	4	61*	5	-4
COc1cc2c(cc1OC)C(C)N(C(=O)CCc1c[nH]c3ccccc13)CC2 (centres undefined)	22	-22	-1.4	-0.7	3.5	-1.5	-8	-1	-7	-1
CCOc1cnc(-c2c(-c3c(F)cccc3Cl)noc2C)o1	-1	1	-0.2	0.4	4.3	-0.2	-6	1	-6	-2
Cc1ccc2c(c1)N(C(C)C(=O)NCc1cccs1)C(=O)CO2 (centres undefined)	/	/	-1.1	0.5	2.7	0.2	5	0	-12	-7
NC(=O)[C@@H]1CCCN1Cc1c(C(=O)N2CCc3ccccc3C2)nc2ccc(Cl)cn12	33	-33	1.1	-1.8	1.8	0.0	-1	1	-19	-5
Cc1ccc(/C=C(\NC(=O)c2ccccc2)C(=O)N2CCCC2C(=O)O)cc1 (centres undefined)	21	-21	4.5	-0.5	-0.5	0.8	1	-3	2	6
CN(c1cccc(NC(=O)c2ccccc2N(C)S(C)(=O)=O)c1)S(C)(=O)=O	7	-7	3.8	0.4	0.8	-1.3	-1	1	/	-8
Cc1c(C(=O)c2ccc(F)cc2F)c2ccccn2c1CCC#N	-19	19	2.3	-3.2	2.5	-2.1	0	1	7	-1
CCn1c(=O)c(C(=O)Nc2ccccn2)c(O)c2ccccc21	-11	11	2.3	-0.7	4.0	0.0	3	1	8	5
Cc1ccc(CNC(=O)c2ccc(N3CCC4(CC3)CC(c3ccccc3)=NO4)c(NC(=O)c3ccc(Cl)c([N+](=O)[O-])c3)c2)cc1	4	-4	1.3	1.2	-1.1	-1.5	4	-10	-2	0
Cn1nc2c(c1C(=O)O)CCCC2	13	-13	-1.4	-1.1	-1.8	-0.4	7	/	-6	-2
CC(=O)Nc1ccc(NC(=O)COc2ccc(-c3ccc(C#N)cc3)cc2)cc1	20	-20	-1.4	0.2	1.1	0.7	-3	0	21	-2
COCCNc1nc(C)c(C(C)=O)s1	5	-5	0.9	-3.3	4.0	-0.5	3	-1	-14	3
N#Cc1ccccc1OCC(=O)OCC(=O)N1CCCC1	2	-2	-0.7	0.5	4.2	-1.5	10	2	3	7
COc1cccc(-n2c(SCC(=O)NC3CCCC3)nnc2-c2ccco2)c1	4	-4	0.9	/	1.8	0.2	-4	6	3	-3
CCOC(=O)C(=O)C1C(=O)Nc2ccccc21 (centres undefined)	14	-14	/	-1.5	0.9	/	-12	3	-11	-2
CNC(=O)c1cc2ncc(C(F)(F)F)cc2s1	6	-6	4.1	-0.7	0.3	-0.8	-6	2	-3	-4
CC1=C(C(=O)OC2CCC(C)CC2)C(c2ccc(O)c([N+](=O)[O-])c2)NC(=O)N1 (centres undefined)	14	-14	4.7	-0.6	1.6	-2.4	5	0	/	1
COCCNC(=O)Cn1nc(-c2ccccc2)c2ccccc2c1=O	10	-10	1.4	0.0	3.0	2.6	-9	3	6	-6
Cc1nc2sc3c(c2c(=O)n1N)CCC3	10	-10	-1.2	-1.7	3.3	2.4	1	-1	-3	/
O=C(Nc1nc(-c2cccnc2)cs1)c1cccc([N+](=O)[O-])c1	-58	58	0.9	-0.5	2.0	-0.3	-1	11	79	-5
O=C(Nc1ccc(Oc2ccsc2C(=O)O)cc1)c1ccccc1F	/	/	1.2	-0.8	1.5	1.3	1	-1	1	-3
CC(C)Oc1ccc(Cn2c(=O)sc3ccccc32)cc1	/	/	1.4	-1.7	0.6	-3.2	6	1	-4	0
SMILES	SR-BI uptake up	SR-BI DiI inh	AddAB inh	CAL PDZ FP-1	phage Ecoli inh	Ecoli viability	Tat transport	Wnt act	MITF TRPM1 HTS	CAL PDZ FP-2
COc1cc2[nH]c(Cl)c([N+](=O)[O-])c2cc1OC	4	-4	-0.2	-2.7	-2.2	-0.9	-1	-2	-2	-1
CC(C)N1CCN(c2ccncc2S(=O)(=O)N2CCOCC2)CC1	5	-5	1.6	-0.4	1.0	-1.6	-5	/	-6	1
Cc1cc(NC(=O)CSc2nc3c(C)c(C)ccc3cc2C)no1	4	-4	3.2	-1.7	4.6	1.4	-3	-2	10	-1
Brc1ccc(Nc2ncnc3[nH]ncc23)cc1	/	/	5.9	/	3.5	-3.2	/	-3	/	/
CCC(OC(C)=O)c1cc2c(cc1[N+](=O)[O-])OCCO2 (centres undefined)	-1	1	-0.2	-1.1	1.1	3.2	2	/	-2	1
COc1cc(OC)c(OC)cc1C=NCC1(c2ccccc2)CCCC1	1	-1	1.2	-0.2	3.8	0.9	-7	-2	-3	-3
CC12CCCCC1N(O)C(=O)C(=O)N2O (centres undefined)	-5	5	1.7	-0.4	-0.4	0.9	-2	-2	3	-3
CCOc1ccc(C2NC(=O)NC(C)=C2C(=O)OCc2ccccc2)cc1 (centres undefined)	0	0	1.0	-0.6	0.5	-1.2	4	0	/	-5
COCCCNc1nc2ccccc2nc1NS(=O)(=O)c1ccccc1	21	-21	5.4	0.1	3.2	1.7	-4	-3	-10	-2
COc1cc2ccccc2cc1C(=O)N1CCCC(C(F)(F)F)C1 (centres undefined)	-26	26	0.6	-0.9	0.1	-0.9	6	0	-6	0
CCOC(=O)[C@@H]1[C@H]2COc3ccccc3[C@@H]2N2C(=O)N(c3cccc(C)c3)C(=O)[C@@]12C	-15	15	2.5	0.0	1.8	1.6	-3	-4	4	1
Nc1nc(NCCCN2CCOCC2)nc(NCc2ccccc2)c1[N+](=O)[O-]	11	-11	-0.1	-0.3	2.1	-0.5	-4	3	-4	-4
COc1ccccc1NS(=O)(=O)c1ccc(C)c(NC(=O)c2ccc(S(=O)(=O)N3CCCCCC3)cc2)c1	-57	57	-1.0	-1.6	1.4	-1.0	6	-4	-13	/
Cc1ccc(N2C(=O)c3cccc4cccc(c34)C2=O)cc1	8	-8	1.6	-0.1	2.1	-1.0	-7	-1	-20	4
